Thrombin inh – thrombin (human) inhibition | inhibition, % at 5 µM | alpha-thrombin, Boc-VPR-AMC fluorogenic substrate cleavage | 220,000 compounds, 0.26% hits | P00734;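 active = inhibition at or above 40%; inactive = inhibition below 40%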;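 note: 0% = enzyme with no compound and 100% = wells without enzyme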
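Test system: human alpha-thrombin protein / Dosing: one concentration per compound, 5 µM, with 0.2% DMSO / Medium: pH 7.5 Tris-saline with Tween 20 / Benchmarks: no-compound enzyme wells and no-enzyme blanks / Read-out basis: percent inhibition of thrombin substrate cleavage / Timing: reaction at room temperature / Measured by: fluorescence, ex 355 nm, em 460 nm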
Cl transport mod – modulators of human KCC2 chloride dependent transport; AID 1456; KCC2 cells, thallium flux FluoZin-2 fluorescence; 190,000 compounds, 2.2% hits; B-score of Tl+ flux slope (higher = more flux/activation; lower = inhibition) at 10 µM;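 active = thallium flux slope and its plate-corrected score both differing from the plate sample mean at a set confidence after two filtering rounds, in either direction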;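 note: slope of fluorescence scaled to starting intensity during 10 to 20 s after thallium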
KLK5 inh – inhibitors of human kallikrein 5; inhibition, % at 5 µM; recombinant hK5, fluorogenic AMC substrate cleavage; 210,000 compounds, 0.59% hits; AID 873; Q9Y337;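 active = inhibition of 40% or more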;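 note: 0% = enzyme controls without compound and 100% = no-enzyme blanks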
Target sequence (Q9Y337 67-293 limits assumed): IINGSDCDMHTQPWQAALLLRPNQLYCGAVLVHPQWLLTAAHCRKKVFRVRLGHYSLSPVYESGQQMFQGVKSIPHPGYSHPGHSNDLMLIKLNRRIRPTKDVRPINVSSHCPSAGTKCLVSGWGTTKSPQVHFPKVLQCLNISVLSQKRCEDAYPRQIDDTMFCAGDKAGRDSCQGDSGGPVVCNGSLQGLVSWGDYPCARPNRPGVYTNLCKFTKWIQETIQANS
NCF1 inh – p47phox (human) inhibition; P14598; p47phox/p22phox peptide binding, fluorescence polarization, 2 h; inhibition, % at 24.7 µM; 220,000 compounds, 0.53% hits; AID 1274;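 note: 0% = p47phox with labelled peptide and 100% = labelled peptide alone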
Furin inh – inhibitors of human furin | purified furin, fluorogenic substrate cleavage | inhibition, % at 30 µM | 220,000 compounds, 0.061% hits | P09958 | AID 463115; in the data active = inhibition above about 25%; note: inactives centre near -15
Rad51 HR inh – Rad51 (human) homologous recombination inhibition | Q06609 | hRad51 DNA strand exchange, fluorescence dequenching | inhibition, % at 10 µM | 200,000 compounds, 0.085% hits | AID 1385;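 active = inhibition above 40% at the single screening dose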;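 note: 0% = DMSO control wells and 100% = blanks with heterologous ssDNA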
Target sequence (Q06609 whole entry, looked up): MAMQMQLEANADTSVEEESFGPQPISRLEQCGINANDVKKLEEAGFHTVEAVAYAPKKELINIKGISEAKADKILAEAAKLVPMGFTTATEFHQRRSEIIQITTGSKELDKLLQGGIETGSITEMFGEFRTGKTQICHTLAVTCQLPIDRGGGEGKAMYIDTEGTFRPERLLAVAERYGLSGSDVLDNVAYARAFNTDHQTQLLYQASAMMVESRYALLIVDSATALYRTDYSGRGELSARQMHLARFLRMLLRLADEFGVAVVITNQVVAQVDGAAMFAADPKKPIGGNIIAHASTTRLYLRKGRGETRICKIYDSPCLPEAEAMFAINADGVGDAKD
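Material: Human Rad51 nucleoprotein filaments preassembled on unlabelled ssDNA | Also added: Labelled 47-mer dsDNA for strand exchange | Dosing: Single dose, 10 µM final compound | Schedule: 30-min compound preincubation and 15-min exchange, both room temperature | Technique: Fluorescence dequenching at 485/520 nm | Measure: Percent inhibition relative to plate controls and blanks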
EBV gp42 block – EBV gp42 inhibition. Q1HVG2. Fluorescence polarization binding assay, mP read-out. inhibition, % (tested at 21.74 µM). 220,000 compounds, 0.42% hits; in the data active = inhibition above about 50%
Target sequence (Q1HVG2 whole entry, looked up): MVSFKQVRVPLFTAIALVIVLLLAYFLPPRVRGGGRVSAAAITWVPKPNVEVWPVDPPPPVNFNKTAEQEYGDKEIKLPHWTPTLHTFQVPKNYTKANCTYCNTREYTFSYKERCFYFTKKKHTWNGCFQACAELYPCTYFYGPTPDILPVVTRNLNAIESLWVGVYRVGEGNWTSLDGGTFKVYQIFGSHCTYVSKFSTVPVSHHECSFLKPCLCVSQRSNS
14-3-3 Bad PPI – disrupts binding of bovine 14-3-3 zeta to phospho-Bad peptide; TR-FRET 14-3-3zeta/Dy647-pBad peptide displacement, 1 h; inhibition, % at 21.7 µM; 220,000 compounds, 0.71% hits; AID 781;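 active = inhibition above about 70%, limit read from the data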;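 note: 0% = full 14-3-3 plus peptide FRET controls and 100% = background without 14-3-3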
Target sequence (P63103 whole entry, looked up): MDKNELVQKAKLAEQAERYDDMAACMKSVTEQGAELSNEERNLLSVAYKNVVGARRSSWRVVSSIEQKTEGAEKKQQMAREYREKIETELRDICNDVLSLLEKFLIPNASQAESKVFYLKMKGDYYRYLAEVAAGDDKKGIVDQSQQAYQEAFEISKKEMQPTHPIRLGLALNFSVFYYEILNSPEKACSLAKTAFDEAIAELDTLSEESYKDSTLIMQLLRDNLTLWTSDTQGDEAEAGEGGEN
eIF4E 4G PPI – blocks eIF4E binding to eIF4G; P63073+Q04637; TR-FRET eIF4E-eIF4GI(517-606) binding, 2 h; inhibition, % at 21.7 µM; 220,000 compounds, 0.37% hits;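 note: 0% = full FRET control wells and 100% = background wells lacking eIF4GI fragment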
Numbers without * were called inactive; . = no result given; [ ] = dose if it differs, or a comment.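 Rule for the calls, unless noted: active = inhibition above about 30% (limit read from the data); inactive = the rest.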

SMILES	Thrombin inh	Cl transport mod	KLK5 inh	NCF1 inh	Furin inh	Rad51 HR inh	EBV gp42 block	14-3-3 Bad PPI	eIF4E 4G PPI
COC(=O)c1[nH]c2ccccc2c1NC(=O)c1ccccc1F	0	0.15	3	-21	-17	23	-4	2	0
Cc1cccc(/C=N/NC(=O)NC23CC4CC(CC(C4)C2)C3)n1	1	-1.4	0	-2	0	.	-12	10	3
COc1cc(CN2CCN(Cc3ccc(SC)cc3)CC2)cc(OC)c1O	-1	1	6	7	-32	-6	-3	30	0
Cc1c(C(=O)N2CCCC2)sc(NC(=O)c2ccco2)c1C#N	-2	-0.64	1	-26	-17[20 µM]	-6	-16	6	-1
Cc1ccc(CC(CC(=O)Nc2cccc(C(F)(F)F)c2)C(=O)O)cc1 (stereo unspecified)	-4	0.59	.	-4	-16	.	-4	-3	1
C=CCNC(=O)NC(=O)COC(=O)c1cccnc1SC	-5	0.014	-2	2	-14[20 µM]	4	-1	0	5
Cc1ccc(C2=Nc3ccccc3N=C(c3ccc([N+](=O)[O-])cc3)C2)c(O)c1	7	0.097	3	16	-15	5	-10	2[fluorescence artefact?]	1
O=C(NCc1ccc2c(c1)OCO2)C12CC3CC(CC(C3)C1)C2	-6	0.087	-19	-20	4[20 µM]	1	-6	-12[fluorescence artefact?]	-4
CCOC(=O)C(C)Sc1cc(CS(=O)(=O)c2ccccc2)nc(-c2ccccc2)n1 (stereo unspecified)	0	-0.47	-16	-2	-7[20 µM]	4	-15	-10	3
O=S(=O)(C=C(c1ccccc1)c1ccccc1)c1ccccc1	0	.	-11	-10	-5[20 µM]	12	-4	10	-10
N#CCCN(C(=O)COC(=O)c1cccc(S(=O)(=O)Nc2ccc([N+](=O)[O-])cc2)c1)c1ccccc1	-1	-0.61	17	-8	-11	.	-8	-1	2
CCCCCCCN1C/C=C\C(c2ccc(OC)cc2)N(Cc2ccc(F)cc2)C(=O)[C@H]1Cc1ccccc1 (stereo partly specified)	0	2.4	1	-8	-15	-5	-14	-6	-3
CCOc1cc(CO)cc(Br)c1OCC(=O)Nc1ccccc1C	3	0.085	-20	-10	-24	18	-18	-15	-4
Cc1cc(NC(=O)NC(C)(C(F)(F)F)C(F)(F)F)no1	-1	-0.58	-1	-13	-18	-7	-20	1	-1
Cc1ccc(C)c(-c2csc(N)c2C(=O)OC(C)C)c1	-3	-0.22	-7	-4	-10[20 µM]	9	2	1	-6
O=C(COC(=O)c1ccccc1Cl)NC(=O)NCc1ccccc1	0	0.031	-14	-8	-13	5	-17	-10	-6
O=C(O)c1ccc2cccc(Cl)c2c1O	1	-1.2	-13	-13	-27[20 µM]	10	3	66	-3
CCN(CC)C(=O)Oc1ccc(Cl)c2ccccc12	16	.	17	-12	-18	2	-4	-6	3
Cc1cc(=O)oc(C)c1C(=O)NCC(C)C	2	-0.41	6	-4	-22	-3	-10	4	-3
CC(=O)c1ccc(N2CCN(C(=O)Nc3cccc(F)c3)CC2)cc1	-2	-0.66	-2	-3	-2	-2	0	-2	1
Cc1cc(Oc2ccccc2)nc(N2CCOCC2)n1	0	-0.013	5	-11	-3[20 µM]	-11	1	-4	-2
Cn1c(=O)[nH]c(=O)c2c1nc(CN1CCN(c3ccc(F)cc3)CC1)n2CCN1CCOCC1	0	-0.2	-2	-6	12	-21	-14	9	-4
CCCCn1c(SCC(=O)Nc2nnc(C(C)C)s2)nc2c1c(=O)n(C)c(=O)n2C	13	.	13	0	-14	3	-12	-12[fluorescence artefact?]	-7[fluorescence artefact?]
COc1ccc(S(=O)(=O)Nc2ccc(NC(C)=O)cc2)cc1Cl	3	0.71	-14	2	-11	0	4	4	0
Cc1c(C(C)C)c(=O)n(-c2ccc(S(=O)(=O)NC(C)C)cc2)n1C	-14	0.61	-1	-1	-13	2	-5	2	-1

An excerpt from above in order of the EBV gp42 block value, descending:
Compound,EBV gp42 block
Cc1c(C(C)C)c(=O)n(-c2ccc(S(=O)(=O)NC(C)C)cc2)n1C,-5
N#CCCN(C(=O)COC(=O)c1cccc(S(=O)(=O)Nc2ccc([N+](=O)[O-])cc2)c1)c1ccccc1,-8
Cc1cccc(/C=N/NC(=O)NC23CC4CC(CC(C4)C2)C3)n1,-12

(list continues)
SMILES	Thrombin inh	Cl transport mod	KLK5 inh	NCF1 inh	Furin inh	Rad51 HR inh	EBV gp42 block	14-3-3 Bad PPI	eIF4E 4G PPI
COc1ccc(C(=O)NCC(=O)OCC(=O)N2CCCc3ccccc32)cc1	6	0.4	-7	2	-17	-2	-23	11	-1[fluorescence artefact?]
Cc1cc(NS(=O)(=O)c2ccc(NC(=S)NC(=O)c3cccc(S(=O)(=O)N(C)C)c3)cc2)no1	1	-0.64	3	-9	-9	1	-9	-4	-3
COc1ccc(-c2noc(C(=O)NCc3ccc(F)cc3)n2)cc1OC	0	-0.23	-52	-14	-18	-5	-25	1	2
c1ccc(-c2nn3c(Cn4nnc5ccccc54)nnc3s2)cc1	19	-0.95	12	6	-30[20 µM]	-4	-15	6	5
O=c1c2ccccc2nnn1COc1ccc(F)cc1Cl	-7	-0.23	-5	-6	-7	-2	-8	-6	-4
O=C(NC1CCCC1)c1ncn[nH]1	-5	-0.085	-19	-10	-16	5	-6	-19	12
CCOC(=O)c1cccc(NC(=O)COc2ccc([N+](=O)[O-])cc2)c1	1	-2.2	-6	-1	-12[20 µM]	-4	-14	5	6
O=C1c2ccccc2C(=O)N1CC1c2ccccc2CCN1C(=O)C1CCCCC1 (stereo unspecified)	-3	-1.5	-1	-9	-7[20 µM]	-10	-10	0	-1
COc1ccc(/C=N/NC(=O)c2cccc([N+](=O)[O-])c2)cc1OS(=O)(=O)c1ccccc1	2	0.02	7	-4	-12[20 µM]	-3	-2	11	7
Cc1c(C#N)c2ccccc2n1CC(=O)N1CCCc2ccccc21	6	.	-3	-17	-28[20 µM]	1	-8	5	-4
Cn1nnnc1SCC(=O)Nc1cc(C(C)(C)C)nn1-c1ccccc1	-5	.	0	-214	-21	13	-11	10	0
Cc1cc(OC(=O)c2ccc(S(=O)(=O)N(C)C)cc2)cc(=O)o1	0	.	-23	-5	-5	-4	-26	-1[fluorescence artefact?]	-10[fluorescence artefact?]
CCCCN(C(=N)N1CCCCC1)c1nc(C)c([N+](=O)[O-])c(=O)[nH]1	-6	1.5	-34	-18	-19	.	-2	-3[fluorescence artefact?]	5
N#Cc1c(NC(=O)CSc2ncnc3c2cnn3-c2ccccc2Cl)sc2c1CCCC2	-5	.	5	-56	-18	0	-25	-11	7
COc1ccc2c(=O)cc(-c3ccccc3)n(C)c2c1	-1	-0.23	-16	-13	-9[20 µM]	-3	-10	-2[fluorescence artefact?]	0
CCOC(=O)N1CCN(C(=O)C2CCN(Cc3ccc(O)c(OCC)c3)CC2)CC1	-16	-0.018	-1	2	-9	5	6	0	2
O=C(O)C1=C[C@H](c2ccc(F)cc2)C[C@H](OCc2ccc(CO)cc2)O1	1	0.14	4	-4	-28	1	-12	0	6
Cc1ccc(C)n1Cc1ccc(C(=O)O)cc1	-6	1.9	0	-31	-11[20 µM]	4	7	-28	6
COc1ccc(-c2n[nH]c(=S)o2)c(OC)c1	3	0.19	15	-10	-2[20 µM]	11	-4	15	-7[fluorescence artefact?]
Cc1ccc(NC(=O)c2cncc(Br)c2)cc1S(=O)(=O)N(C)C	-8	0.86	-11	-16	-30	7	-14	7	18
C/C(=N\Nc1ccc(C(F)(F)F)cc1[N+](=O)[O-])C1CC1	-1	0.68	-11	-1	-22	7	-14	-5[fluorescence artefact?]	13[fluorescence artefact?]
CC1CCC/C(=N\NS(=O)(=O)c2ccccc2)C1 (stereo unspecified)	-9	.	-5	-14	0	-5	-40	-5	-4
CCC1=NN(C(=O)COc2ccccc2)C(O)(c2ccc(Br)cc2)C1 (stereo unspecified)	8	0.0068	15	-9	-11	-8	-2	-5	4
COc1cc([N+](=O)[O-])ccc1NC(=O)Cc1ccc(C)cc1	5	-0.71	-7	-4	-11	-36	-10	8	10
CN(Cc1ccccc1)C(=S)NC(=O)c1ccccc1	1	65*	2	10	-21	-6	-7	-3	-2
(continued)
SMILES	Thrombin inh	Cl transport mod	KLK5 inh	NCF1 inh	Furin inh	Rad51 HR inh	EBV gp42 block	14-3-3 Bad PPI	eIF4E 4G PPI
Cn1c(=NC(=O)c2ccco2)sc2cccc(F)c21	4	-1	1	-13	-15	6	-10	1[fluorescence artefact?]	0[fluorescence artefact?]
CCCN(CCC)CCCNC(=O)CCNS(=O)(=O)c1ccc(Br)cc1	4	0.33	-4	-14	-32	.	-13	-2	-1
Cc1cc(O)c(C(C[N+](=O)[O-])c2ccc(Cl)cc2)c(=O)o1 (stereo unspecified)	8	-0.22	2	-3	-18[20 µM]	-9	-6	-3	10
O=C(COC(=O)Cc1ccsc1)NC(c1ccccc1)c1ccccc1	-6	-0.88	1	2	-6	7	-6	10	-3
C=CCN(c1ccccc1Cl)S(=O)(=O)c1cccc(C(=O)OCC(=O)N(C)C2CCS(=O)(=O)C2)c1 (stereo unspecified)	-1	-1.2	3	-4	-17	12	-8	-13	2
Cc1ccc[n+](C(C)C(=O)Nc2ccc([N+](=O)[O-])cc2C)c1 (stereo unspecified)	0	0.35	1	-30	-15	5	-17	0	3
O=C(CN1C(=O)c2ccccc2C1=O)Nc1nnc(C2CCCO2)s1 (stereo unspecified)	16	0.16	37	-7	-16[20 µM]	.	-1	-10	-1[fluorescence artefact?]
O=C(Nc1cccc(C(F)(F)F)c1)C(=O)N1CCCCC1	3	-0.78	8	.	-34	.	-16	0	1
CN(C)S(=O)(=O)c1cccc(NC(=O)COC(=O)COc2ccccc2[N+](=O)[O-])c1	-1	-0.39	-5	-6	-28	6	-10	6	4
CCOc1ccc(NC(=O)N(CC(C)C)CC(C)C)cc1	-5	.	2	-5	-6[20 µM]	9	4	-3	3
COc1cc(S(=O)(=O)n2cnc(C)c2)ccc1Br	1	0.079	12	-7	-2	-1	-11	-8	3
CCCn1nc([N+](=O)[O-])c(C(C#N)c2nc3ccccc3s2)c(Cl)c1=O (stereo unspecified)	13	-6.1*	26	-5	-5[20 µM]	2	1	-16[fluorescence artefact?]	21[fluorescence artefact?]
O=C(CN1CCCCCC1)Nc1cc(C(F)(F)F)ccc1Cl	2	0.62	-19	-4	-27	8	-7	12	0
O=C(c1ccc(Cl)cc1)c1cn[nH]c1-c1ccccc1O	2	-3.5	-9	-4	-19[20 µM]	-2	6	6	3
O=c1c(Cc2ccccc2)c(O)nc2n1CCCS2	3	-1	8	1	-11[20 µM]	0	-9	-21	-16
NC(=O)CC(NC(=O)Cc1cccc2ccccc12)c1ccc(NCC2CC2)c([N+](=O)[O-])c1 (stereo unspecified)	-7	-1.7	-5	22	-16	7	-8	7	-2
CCOc1ccc(-c2nnc(SCc3nnc(-c4ccccc4)o3)n2-c2ccccc2F)cc1	1	.	-16	-21	-4	15	-8	1[fluorescence artefact?]	-7
O=C(C1=C[C@@H](c2coc3ccccc3c2=O)C[C@@H](OCc2ccc(CO)cc2)O1)N1CCCCCCC1	1	-0.3	3	.	-24	.	-4	2	0

Copied from the list:
CCOc1ccc(NC(=O)N(CC(C)C)CC(C)C)cc1 in 14-3-3 Bad PPI has -3
CCCn1nc([N+](=O)[O-])c(C(C#N)c2nc3ccccc3s2)c(Cl)c1=O (stereo unspecified) in eIF4E 4G PPI has 21[fluorescence artefact?]
CCOc1ccc(-c2nnc(SCc3nnc(-c4ccccc4)o3)n2-c2ccccc2F)cc1 in Furin inh has -4
NC(=O)CC(NC(=O)Cc1cccc2ccccc12)c1ccc(NCC2CC2)c([N+](=O)[O-])c1 (stereo unspecified) in EBV gp42 block has -8

Screens deposited in PubChem BioAssay by several laboratories.
